From PubChem BioAssay
Efa HMGR inh = inhibitors of E. faecalis class II HMGR, primary screen, biochemical, Enterococcus faecalis. purified E. faecalis HMGR, NADPH absorbance 340 nm kinetic. inhibition, % at 10 µM. 0.41% of 190,000 active;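 active = inhibition above a set limit, the median over all tested compounds plus 3 SD, cut at about 9.5% in these data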;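 note: enzyme runs in reverse so mevalonate oxidation gives rising NADPH absorbance; 0% = complete reaction with DMSO and 100% = background rate lacking mevalonate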
STAT1 act = STAT1 signaling activators, primary screen, cell-based, HTS, luciferase reporter. NIH 3T3 STAT1-luciferase reporter, IFN-gamma, luminescence; 100% = IFN-gamma alone, no compound. activation (% of control), % at 5.5 µM. 2.6% of 200,000 active. AID 932, 2007;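 active = activation above the screen-wide mean activation plus 3 SD, cut at about 130% in these data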;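 note: raw ratio to IFN-gamma control signal so 100% means no change and 0% no light; values of inactives mirror those of a sister screen read the other way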
Hsp70 activator = Hsp70 transcriptional activators, primary screen, cell-based, HeLa, Hsp70 promoter luciferase, luminescence, 10 µM. activation, % at 10 µM. HeLa Hsp70 promoter luciferase reporter; scaled: vehicle 0, proteasome-inhibitor control 100%. AID 1203, 2008. 0.04% of 200,000 active;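 active = activation above the mean across all tested compounds plus 3 SD, cutoff set per campaign, cut at about 5.5% in these data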;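 note: 100% = MG132 at 30 µM as the positive control and 0% = DMSO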
APP 5'UTR act = activators of APP 5'UTR luciferase reporter, primary screen, SH-SY5Y cells; SH-SY5Y APP 5'UTR luciferase reporter, luminescence; zero percent = DMSO vehicle wells; activation, % at 2 µM; 1% of 190,000 active;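 active = activation above a set limit, based on mean plus 3 SD of controls, cut at about 140% in these data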; note: values of inactives mirror those of a sister screen read the other way
FLuc inhib CS = firefly luciferase enzyme inhibitors, primary screen, artefact control for luciferase-based inhibitor screens, biochemical, luminescence, ATPLite; Luciferin 4-monooxygenase (Photinus pyralis), P08659; 10 min; inhibition, % at 10 µM; 1.5% of 200,000 active; AID 1006, 2008;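 active = inhibition above about 50% when tested at 10 µM, limit read from the data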
Target sequence (P08659 whole entry, looked up): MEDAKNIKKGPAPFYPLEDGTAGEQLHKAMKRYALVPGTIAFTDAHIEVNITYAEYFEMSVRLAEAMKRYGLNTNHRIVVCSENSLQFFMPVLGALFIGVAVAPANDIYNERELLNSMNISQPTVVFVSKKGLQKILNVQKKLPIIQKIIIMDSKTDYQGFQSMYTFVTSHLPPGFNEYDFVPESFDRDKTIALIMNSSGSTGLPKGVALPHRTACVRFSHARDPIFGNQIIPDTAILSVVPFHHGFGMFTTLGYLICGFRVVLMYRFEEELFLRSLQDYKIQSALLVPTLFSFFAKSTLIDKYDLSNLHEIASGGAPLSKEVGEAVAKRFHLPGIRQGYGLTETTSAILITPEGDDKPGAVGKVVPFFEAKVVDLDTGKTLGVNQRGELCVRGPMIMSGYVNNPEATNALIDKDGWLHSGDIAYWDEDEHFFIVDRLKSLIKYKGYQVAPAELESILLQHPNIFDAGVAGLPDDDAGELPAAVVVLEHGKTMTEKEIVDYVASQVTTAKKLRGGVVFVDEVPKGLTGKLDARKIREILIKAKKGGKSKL
NF-kB expr up = activators of NF-kB expression in neurons, primary screen, cell-based, HTS. fold change at 12.5 µM. human neuronal cells, NF-kB reporter expression; active compounds read high. 1.6% of 190,000 active; in the data active = fold change above about 3.3
DTT redox prof = compounds producing H2O2 with reducing agent – biochemical, NIH compound library profiling, artefact control for MLSCN library redox annotation, primary screen. activation, % at 10 µM. DTT-dependent redox cycling H2O2, phenol red/HRP absorbance; 100% = 100 µM peroxide control, 0% = buffer. AID 878, 2007. 0.03% of 200,000 active;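 active = activation of at least 50% relative to the plate's high and low controls in the primary single-dose screen; inactive = activation below 50%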;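 note: compound incubated with DTT at 0.8 mM final as the reducing agent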
APP 5UTR inh = inhibitors of APP translation via 5'UTR reporter, primary screen, APP 5'UTR luciferase, SH-SY5Y cells; 0.82% of 190,000 active; SH-SY5Y APP 5'UTR-luciferase reporter, luminescence; inhibition, % at 2 µM;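 active = inhibition above a set limit, derived from the sample mean plus 3 SD, cut at about 45% in these data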; note: values of inactives mirror those of a sister screen read the other way
G6PDH CS = L. mesenteroides G6PDH inhibitors, counter-screen for G6PDH-coupled screening assays, biochemical, Leuconostoc mesenteroides enzyme. glucose-6-phosphate dehydrogenase [Leuconostoc mesenteroides]. Purified L. mesenteroides G6PDH, diaphorase/resazurin coupled fluorescence, 45 min. inhibition, % at 5 µM. 0.12% of 200,000 active; in the data active = inhibition above about 50%
FLuc stim CS = FLuc activators, initial screening, artefact control for FLuc-dependent activation tests, biochemical, ATPlite luminescence | ATPlite luciferase biochemical, 10 min; 0 = ATP-free wells, 1 = DMSO control | activation factor at 10 µM | 200,000 tested, under 10 active | AID 1027, 2008;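 active = luciferase activation factor, scaled between plate controls, of at least 2 with compound at 10 µM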
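System: Luciferase/luciferin detection reagent, cell-free biochemical luciferase assay | Medium: PBS buffer for ATP | Dosing: Test compounds dosed from 2 mM stocks in 100% DMSO | Timing: 10 min at ambient temperature | Signal: Luminescence measurement of luciferase light output | Evaluation: Luciferase activation, seen as luminescence increase over controls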
The depositor's hits bear a star; / = not tested or not shown. Outcome played no part in choosing rows. Share with any hit: about 5.3%.

SMILES | Efa HMGR inh | STAT1 act | Hsp70 activator | APP 5'UTR act | FLuc inhib CS | NF-kB expr up | DTT redox prof | APP 5UTR inh | G6PDH CS | FLuc stim CS
COc1ccc(C(=O)N/N=C(\c2ccccc2)c2ccccn2)cc1 | -7 | 100 | -0.3 | -78 | 8 | 3.2 | 0.0 | 78* | -2 | 0.9
Cc1ccc(NCc2nnc(SCC(=O)NCc3ccco3)n2CC2CCCO2)c(C)c1 (centres undefined) | -2 | 97 | -0.2 | -9 | -4 | 0.97 | 1.1 | 9 | 2 | 1
COc1ccccc1OCCn1cc(C(=O)O)c2ccccc21 | -8 | 103 | -0.4 | -3 | 0 | 1 | -0.5 | 3 | 8 | 1
COC(=O)COc1ccc(S(=O)(=O)Nc2cc([N+](=O)[O-])ccc2C)cc1 | 1 | 102 | 0.1 | 10 | -7 | 1.1 | -2.6 | -10 | 2 | 1.1
CC(=O)c1nc2ccccc2n1CCc1ccccc1 | -5 | 92 | -0.1 | -5 | -5 | 0.97 | -1.8 | 5 | 6 | 1
COc1cccc(C(=O)Nn2c(C)nnc2-n2nc(C)cc2C)c1 | -6 | 90 | 0.1 | 28 | -8 | 1.1 | -0.2 | -28 | -3 | 1.1
O=[N+]([O-])c1ccc(NC(=S)N2CCN(c3ccc(F)cc3)CC2)cc1 | 1 | 89 | -0.4 | 5 | -3 | 1.2 | 6.7 | -4 | 0 | 1
CCOC(=O)CSc1nnc(CNc2cccc(Cl)c2)n1-c1ccccc1 | -2 | 97 | -0.1 | 0 | -2 | 1.2 | -0.5 | 0 | 10 | 1
Cc1cc(C(=O)OCC(=O)c2ccc3c(c2)NC(=O)CO3)c2ccccc2n1 | 3 | 95 | -0.3 | 3 | -10 | 0.93 | -0.8 | -3 | -2 | 1.1
COc1ccnc(Oc2ccc(F)cc2)c1C(=O)N/C=N/OCc1ccc(F)cc1 | -2 | 104 | -0.1 | 1 | 0 | 0.92 | 2.5 | -1 | 6 | 1
Cc1ccc(NC2=CC(=O)CC(c3ccccc3)C2)cc1 (centres undefined) | 1 | 106 | -0.1 | -6 | -6 | 1.1 | -0.2 | 6 | -1 | 1.1
O=C(NCCSCc1ccccc1)c1ccccc1 | -8 | 95 | -0.2 | -1 | 8 | 1.1 | -0.5 | 1 | -4 | 0.9
Cc1ccc(Cn2nnc3c(=O)n(CC(=O)NCc4ccc5c(c4)OCO5)cnc32)cc1 | -6 | 101 | -0.2 | -4 | -6 | 1.1 | 0.3 | 4 | 2 | 1.1
CCCCC(=O)Nc1cccc2c1C(=O)N(c1ccccc1)C2=O | -6 | 101 | 0.8 | 30 | -8 | 1.1 | -0.5 | -30 | -4 | 1.1
CCN1C(=O)/C(=C/c2ccc(OC)c(OC)c2)N=C1SCC(=O)NCc1ccco1 | -5 | 88 | -0.4 | -14 | -2 | 1.2 | -0.2 | 14 | 5 | 1
CCOc1cc(NC(=S)NCCCN2CCOCC2)c(OCC)cc1NC(=O)C(C)C | 3 | 99 | -0.5 | -7 | 1 | 0.96 | -0.1 | 7 | 6 | 1
CCc1c(C(=O)Nc2cc(C)ccc2OC)[nH]c(C)c1C(C)=O | 2 | 89 | -0.5 | -1 | -5 | 1 | 1.9 | 1 | -26 | 1.1
CSc1ccc(CNc2ccccn2)cc1 | 0 | 129* | 0.7 | 41 | 45 | 2 | 0.0 | -41 | 2 | 0.5
O=C(COc1cccc2ccccc12)NNC(=O)CSCCO | -8 | 98 | -0.3 | -10 | -6 | 1.1 | -0.3 | 10 | 5 | 1.1
O=[N+]([O-])c1ccc2[nH]nc(-c3ccccc3)c2c1 | 9.8* | 101 | -0.3 | 21 | -6 | 1.7 | 0.1 | -21 | -1 | 1.1
COC(=O)c1ccc(Oc2ccc3nncn3n2)cc1 | 0 | 102 | -0.4 | 15 | -8 | 1 | 0.2 | -15 | 4 | 1.1
CC(=O)c1ccccc1OC(=O)CCN1C(=O)C2C3C=CC(C4CC34)C2C1=O (centres undefined) | -3 | 105 | -0.1 | -3 | -7 | 1.1 | 7.8 | 3 | 4 | 1.1
COC(=O)c1c(N2C(=O)Nc3ccccc3N2O)sc2c1CCCC2 | -3 | 96 | -0.4 | 16 | 2 | 1.2 | -0.2 | -16 | -3 | 1
O=C(/C=C/c1ccccc1)NC(=S)Nc1ccc2c3c(cccc13)CC2 | -2 | 101 | -0.3 | 6 | -8 | 1.1 | 0.0 | -6 | -5 | 1.1
Cc1ccc(C)n1C(CC(=O)O)c1ccc(C#N)cc1 (centres undefined) | -2 | 102 | -0.1 | 9 | -6 | 1.2 | 0.5 | -9 | 8 | 1.1
COc1ccc(N2CCN(C(CNS(=O)(=O)c3ccc4c(c3)OCCO4)c3ccco3)CC2)cc1 (centres undefined) | -6 | 90 | -0.3 | 4 | 6 | 0.75 | 0.4 | -4 | -4 | 0.9
COc1ccc(CN2CCCC(C(=O)c3ccc(Cl)cc3)C2)cc1Cn1cncn1 (centres undefined) | -5 | 99 | -0.4 | -6 | -3 | 1.7 | -0.7 | 6 | 9 | 1
Clc1ccccc1Cc1noc(CN2CCSCC2)n1 | -4 | 112 | -0.2 | 2 | -5 | 1.8 | -1.4 | -2 | 13 | 1
Cc1csc(NC(=O)CSc2nc(C)nc3c2c(=O)n(C)c(=O)n3C)n1 | -6 | / | / | 4 | -4 | 0.45 | -1.2 | -4 | -35 | 1
CCCCOC(=O)c1ccc(N2C(=O)CC(N3CCN(C/C=C/c4ccccc4)CC3)C2=O)cc1 (centres undefined) | -8 | 106 | -0.2 | -3 | -5 | 0.77 | 0.1 | 3 | 9 | 1
C/C=C/C(=O)NCCc1ccc(OC)c(OC)c1 | 4 | 102 | -0.3 | 75 | -5 | 1.1 | -1.8 | -75 | 6 | 1.1
COc1ccc(-c2ncccc2O)cc1 | -5 | 93 | -0.1 | 0 | -7 | 1.8 | -0.1 | 0 | 3 | 1.1
O=C(Cc1nc(=O)c2ccccc2s1)Nc1ccccc1 | 2 | 157* | 0.4 | 189* | 36 | 5.8* | -6.5 | -189 | 2 | 0.6
CC1(C)CC(=O)CC2(C1)NCC(c1ccccc1Cl)c1c2[nH]c2ccccc12 (centres undefined) | -3 | 99 | -0.1 | 17 | -9 | 0.75 | -0.4 | -17 | 3 | 1.1
Cc1noc(C)c1S(=O)(=O)Nc1ccc(C(=O)NCc2ccccc2)cc1 | 1 | 100 | -0.3 | 6 | -8 | 1.3 | 2.1 | -6 | 5 | 1.1
CC1=C(C(=O)OCc2ccc3c(c2)OCO3)C(c2cccc([N+](=O)[O-])c2)NC(=O)N1 (centres undefined) | -5 | 77 | 0.1 | -25 | -5 | 1.3 | -0.6 | 25 | 2 | 1
CCC(C)C(=O)Nc1ccc(OC)cc1[N+](=O)[O-] (centres undefined) | -8 | 100 | -0.4 | 4 | -4 | 1.2 | -0.1 | -4 | 5 | 1
CCOC(=O)c1[nH]c(C)c(C(=O)NCCCOC(C)C)c1C | -1 | 108 | -0.1 | 15 | -1 | 1.2 | -2.2 | -15 | 0 | 1
CC1CC(C)CN(C(=O)COc2ccc(-c3nnco3)cc2)C1 (centres undefined) | -11 | 99 | 0.3 | -1 | -5 | 1.2 | -3.9 | 1 | 3 | 1.1
O=C(CN(c1ccc(F)cc1)S(=O)(=O)c1ccccc1)NCc1ccco1 | -3 | 95 | 0.1 | -1 | -3 | 0.81 | 1.7 | 1 | 3 | 1

3 entries already listed, sorted by their value in Efa HMGR inh, ascending.
compound	Efa HMGR inh
CCC(C)C(=O)Nc1ccc(OC)cc1[N+](=O)[O-] (centres undefined)	-8
Cc1ccc(C)n1C(CC(=O)O)c1ccc(C#N)cc1 (centres undefined)	-2
C/C=C/C(=O)NCCc1ccc(OC)c(OC)c1	4

For convenience, some entries already given.
SMILES | Efa HMGR inh | STAT1 act | Hsp70 activator | APP 5'UTR act | FLuc inhib CS | NF-kB expr up | DTT redox prof | APP 5UTR inh | G6PDH CS | FLuc stim CS
O=C(Cc1nc(=O)c2ccccc2s1)Nc1ccccc1 | 2 | 157* | 0.4 | 189* | 36 | 5.8* | -6.5 | -189 | 2 | 0.6
CC1(C)CC(=O)CC2(C1)NCC(c1ccccc1Cl)c1c2[nH]c2ccccc12 (centres undefined) | -3 | 99 | -0.1 | 17 | -9 | 0.75 | -0.4 | -17 | 3 | 1.1
Cc1noc(C)c1S(=O)(=O)Nc1ccc(C(=O)NCc2ccccc2)cc1 | 1 | 100 | -0.3 | 6 | -8 | 1.3 | 2.1 | -6 | 5 | 1.1
CC1=C(C(=O)OCc2ccc3c(c2)OCO3)C(c2cccc([N+](=O)[O-])c2)NC(=O)N1 (centres undefined) | -5 | 77 | 0.1 | -25 | -5 | 1.3 | -0.6 | 25 | 2 | 1
CCC(C)C(=O)Nc1ccc(OC)cc1[N+](=O)[O-] (centres undefined) | -8 | 100 | -0.4 | 4 | -4 | 1.2 | -0.1 | -4 | 5 | 1
CCOC(=O)c1[nH]c(C)c(C(=O)NCCCOC(C)C)c1C | -1 | 108 | -0.1 | 15 | -1 | 1.2 | -2.2 | -15 | 0 | 1
CC1CC(C)CN(C(=O)COc2ccc(-c3nnco3)cc2)C1 (centres undefined) | -11 | 99 | 0.3 | -1 | -5 | 1.2 | -3.9 | 1 | 3 | 1.1

(listing goes on)
SMILES | Efa HMGR inh | STAT1 act | Hsp70 activator | APP 5'UTR act | FLuc inhib CS | NF-kB expr up | DTT redox prof | APP 5UTR inh | G6PDH CS | FLuc stim CS
Cc1cc(OCC(=O)O)c2cccc(C)c2n1 | -2 | 95 | -0.4 | -3 | -7 | 0.98 | 1.8 | 3 | 1 | 1.1
CCCN(CCC)c1nc(N)c(C#N)c(CC#N)c1C#N | 0 | 94 | -0.5 | -18 | -2 | 1.1 | 0.4 | 18 | 10 | 1
CCOc1ccc2ccccc2c1/C=N/NC(=O)CNC(=O)C(c1ccccc1)c1ccccc1 | -1 | 95 | -0.3 | 10 | -9 | 0.87 | 0.1 | -10 | -44 | 1.1
COc1ccc(S(=O)(=O)N2CCN(c3ccc4nnc(-c5ccccc5)n4n3)CC2)cc1 | -8 | 104 | -0.2 | 0 | -2 | 0.73 | -1.2 | 0 | 6 | 1
O=C(C[n+]1ccc(-c2nnc3n2CCC3)cc1)c1ccc(Cl)cc1 | -2 | 96 | -0.3 | -1 | 0 | 0.88 | -0.2 | 1 | 3 | 1
COc1ccc2nc3ccccc3nc2c1NC(=O)c1ccc(Cl)cc1Cl | -5 | 96 | -0.3 | 2 | 3 | 1.2 | -0.2 | -2 | -24 | 1
O=C(CCCc1cccs1)Nc1nccs1 | -6 | 108 | 0.2 | 18 | -1 | 1.6 | -1.9 | -18 | 8 | 1
Cc1cccc(OCC(=O)N/N=C/c2cc([N+](=O)[O-])ccc2N2CCOCC2)c1 | -8 | 100 | -0.3 | -5 | -5 | 0.73 | 0.3 | 5 | -1 | 1
Cc1cc(C)n(-c2nc(NCCO)c3c4c(sc3n2)CCCC4)n1 | 3 | 115 | 0.1 | 6 | 2 | 0.9 | 1.4 | -6 | -37 | 1
C=CCNC(=O)COc1cc(C)ccc1C | -5 | 108 | -0.2 | -4 | -6 | 1.1 | -0.1 | 4 | -1 | 1.1
